CSN inh: CSN deneddylation inhibition | Q92905 | 360,000 tested, 0.38% active | inhibition, % at 12.5 µM | Purified CSN, SCF-Nedd8-OG deneddylation, fluorescence polarization;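 active = pattern-corrected inhibition above about 35%, with an unprinted fluorescence ratio check between 0.5 and 1.5, limit read from the data, passing the limit was not always enough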;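 also: 0% = enzyme with substrate and 100% = substrate without enzyme; some results filed as inactive read as strong as hits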
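Test system: purified human Csn5 enzyme expressed in HEK293T cells. Amount: 0.24 nM enzyme. Reagent: SCFSkp2-Nedd8OG substrate at 10 nM final. Schedule: 90 min incubation of compound, enzyme and substrate at room temperature. Detection: fluorescence polarization. Read-out: % inhibition of substrate cleavage by Csn5.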
FAS TE block: inhibitors of human fatty acid synthase thioesterase domain | 360,000 tested, 0.67% active | inhibition, % at 15 µM | P49327 | recombinant FAS-TE, OMFH fluorogenic substrate, fluorescence endpoint;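 active = compounds whose normalised, plate-corrected inhibition of enzyme fluorescence in the single-dose primary screen is 50% or more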;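 also: 0% = DMSO with enzyme and 100% = substrate without enzyme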
Neddylation inh: inhibitors of human cullin neddylation | 360,000 tested, 0.58% active | calls only at 25 µM | TR-FRET cullin neddylation, biochemical; in the data active = inhibition above about 36%
Tb MetRS inh: Trypanosoma brucei MetRS inhibition; purified T. brucei MetRS, ATP depletion, Kinase-Glo luminescence; 360,000 tested, 0.4% active; inhibition, % at 11.9 µM;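 active = inhibition above a per-plate cutoff of the control wells' mean inhibition plus 3 SD, cut at about 5.5% in these data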;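 also: 0% = DMSO wells median and 100% = median of wells with control inhibitor compound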
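Test system – parasite MetRS enzyme · Reagent – substrates ATP, L-methionine and bulk Escherichia coli tRNA · Doses – 11.9 µM compound single dose, 0.9% DMSO · Times – 15 min enzyme-compound preincubation, 2 h reaction, 10 min detection, 25 °C · Signal – Kinase-Glo luminescence, ATP depletion format · Controls – DMSO-only wells as low control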
PABP1 MLLE inh: blocks PAM2 peptide binding to the PABP1 MLLE domain; GST-MLLE / FITC-PAM2 fluorescence polarization; 360,000 tested, 0.36% active; inhibition, % at 20 µM; in the data active = inhibition above about 35%, passing the limit was not always enough;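 also: plate controls were DMSO wells with GST-MLLE for no effect and wells lacking GST-MLLE protein for full effect; some results filed as inactive read as strong as hits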
MsrA inh: bovine MsrA inhibition; purified bovine MsrA, absorbance read-out; inhibition, % at 15.5 µM; 360,000 tested, 0.75% active; in the data active = inhibition above about 4.5%;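 also: 0% = vehicle wells with enzyme and 100% = reference inhibitor wells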
MsrA act: bovine methionine sulfoxide reductase A activation; 360,000 tested, 0.3% active; activation, % at 10.6 µM; AID 602163; purified bovine MsrA, absorbance read-out; in the data active = activation above about 7.5%;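 also: 0% = vehicle and 100% = reference activator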
Rin1 Abl inh: blocks binding of human Rin1 to Abl | TR-FRET Rin1/Abl binding, biochemical | P00519+Q13671 | inhibition, % at 7.35 µM | AID 588664 | 360,000 tested, 0.4% active; in the data active = inhibition above about 5%, passing the limit was not always enough
eLon inh: inhibitors of E. coli Lon protease | 360,000 tested, 0.42% active | purified E. coli Lon protease, fluorescence polarization | inhibition, % at 7.94 µM | P0A9M0; in the data active = inhibition above about 13%, passing the limit was not always enough;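 also: 0% = enzyme with probe and DMSO and 100% = no enzyme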
Numbers without * were called inactive.

For O=c1ccn([C@@H]2O[C@H](CNCc3ccccc3)[C@@H](O)[C@H]2O)c(=O)[nH]1 the results were CSN inh 0.1, FAS TE block -8.0, Neddylation inh inactive, Tb MetRS inh 0.4, PABP1 MLLE inh 2.5, MsrA inh -0.9, MsrA act 2.6, Rin1 Abl inh -4.8 and eLon inh -14.6.
Screening Cc1cccc(NC(=O)C2Cc3ccccc3O/C2=N\O)c1 (centres undefined) returned CSN inh 8.5, FAS TE block -11.6, Neddylation inh inactive, Tb MetRS inh -0.5, PABP1 MLLE inh -10.6, MsrA inh -1.5, MsrA act -3.6, Rin1 Abl inh 2.3 and eLon inh -5.7.
`Cn1cccc1/C=C1\SC(=Nc2ccc(O)cc2)NC1=O` gave CSN inh 3.5, FAS TE block -5.3, Neddylation inh inactive, Tb MetRS inh -0.1, PABP1 MLLE inh -33.6, MsrA inh 0.0, MsrA act -8.7, Rin1 Abl inh -4.7 and eLon inh -3.2.
`Cn1c(SCC(=O)Nc2cccnc2Cl)nnc1-c1ccco1` gave CSN inh -5.3, FAS TE block -5.3, Neddylation inh inactive, Tb MetRS inh -0.2, PABP1 MLLE inh -3.4, MsrA inh 1.1, MsrA act -0.2, Rin1 Abl inh -1.7 and eLon inh -0.7.
`COC(=O)[C@@H]1C[C@]2(Br)c3ccccc3N(S(=O)(=O)c3ccccc3)[C@@H]2N1C(=O)OC` gave CSN inh -0.2, FAS TE block -2.7, Neddylation inh inactive, Tb MetRS inh -0.2, PABP1 MLLE inh -80.7, MsrA inh 0.0, MsrA act -6.4, Rin1 Abl inh 6.5 and eLon inh -6.5.
For CSc1ncccc1C(=O)OCc1cccc([N+](=O)[O-])c1 the results were CSN inh -11.5, FAS TE block 29.9, Neddylation inh inactive, Tb MetRS inh -0.3, PABP1 MLLE inh 7.9, MsrA inh 0.8, MsrA act -1.0, Rin1 Abl inh 2.5 and eLon inh -9.9.
C#Cc1ccc([C@@H]2C=C(C(=O)N3CCN(Cc4ccc5c(c4)OCO5)CC3)O[C@H](OCC)[C@H]2CCCO)cc1 was read as CSN inh 0.0, FAS TE block 6.0, Neddylation inh inactive, Tb MetRS inh -0.3, PABP1 MLLE inh -2.4, MsrA inh 0.5, MsrA act -8.4, Rin1 Abl inh 4.9 and eLon inh 1.0.
Screening CCOC(=O)C1(Cc2ccc(Cl)cc2)CCN(Cc2cnc(N)nc2)CC1 returned CSN inh -4.6, FAS TE block 1.5, Neddylation inh inactive, Tb MetRS inh -0.3, PABP1 MLLE inh -8.5, MsrA inh 1.5, MsrA act -1.5, Rin1 Abl inh 2.2 and eLon inh -6.2.
COc1ccc(C2=C(c3ccccc3)OC(OC)c3cc(F)ccc32)cn1 (centres undefined) was read as CSN inh 3.9, FAS TE block 23.8, Neddylation inh inactive, Tb MetRS inh -0.7, MsrA inh 1.6, MsrA act -6.6 and eLon inh 3.4.
For CCc1nnc(NC(=O)[C@@H](NC(=O)c2cc(OC)cc(OC)c2)C(C)C)s1 the results were CSN inh -3.0, FAS TE block -7.3, Neddylation inh inactive, Tb MetRS inh -1.1, PABP1 MLLE inh -11.6, MsrA inh 0.3, MsrA act -10.8, Rin1 Abl inh 1.8 and eLon inh -2.6.
Screening COC(=O)C1=CN(C2CCCCC2)C=C(C(=O)OC)C1c1ccc2c(c1)OCO2 returned CSN inh -4.5, FAS TE block 41.9, Neddylation inh inactive, Tb MetRS inh -0.4, PABP1 MLLE inh 10.0, MsrA inh 0.3, MsrA act -3.8, Rin1 Abl inh -1.9 and eLon inh 3.2.
Screening CCCCCC(=O)OC(CN1CCCCC1)CN1CCCC1=O (centres undefined) returned CSN inh -1.9, FAS TE block -5.2, Neddylation inh inactive, Tb MetRS inh -1.3, PABP1 MLLE inh 1.9, MsrA inh 0.6, MsrA act -3.4, Rin1 Abl inh -1.6 and eLon inh -7.1.
For O=C(COC(=O)CNC(=O)c1sc2ccccc2c1Cl)Nc1c(Cl)cc(Cl)cc1Cl the results were CSN inh -2.9, FAS TE block -4.0, Neddylation inh inactive, Tb MetRS inh -0.9, PABP1 MLLE inh -3.4, MsrA inh -0.3, MsrA act 2.4, Rin1 Abl inh -4.0 and eLon inh -3.9.
Screening CSc1ccccc1NC(=O)CN(C)CC(=O)Nc1ccccc1C(F)(F)F returned CSN inh -13.6, FAS TE block -3.9, Neddylation inh inactive, Tb MetRS inh -0.1, PABP1 MLLE inh 2.6, MsrA inh -0.4, MsrA act -1.3, Rin1 Abl inh 3.9 and eLon inh 1.7.
For CC(OC(=O)c1ccccc1NS(=O)(=O)c1cccc(N)c1)C(=O)N(C)Cc1ccccc1 (centres undefined) the results were CSN inh -4.5, FAS TE block 27.2, Neddylation inh inactive, Tb MetRS inh 0.7, PABP1 MLLE inh -9.1, MsrA inh 0.2, MsrA act -2.6, Rin1 Abl inh -6.4 and eLon inh -5.8.
For O=C(Cc1ccc(Cl)cc1)Nc1cccc2ncccc12 the results were CSN inh -6.4, FAS TE block -2.9, Neddylation inh inactive, Tb MetRS inh -0.3, PABP1 MLLE inh -8.2, MsrA inh -0.8, MsrA act -3.2, Rin1 Abl inh 0.2 and eLon inh 1.0.
Screening CC(C)c1nc(C(=O)N2CCCC(CCC(=O)N(C)CCc3ccccn3)C2)cs1 (centres undefined) returned CSN inh -3.6, FAS TE block -10.9, Neddylation inh inactive, Tb MetRS inh 0.4, PABP1 MLLE inh -1.7, MsrA inh -0.3, MsrA act -3.9, Rin1 Abl inh -2.9 and eLon inh 3.0.
`CSc1ccccc1NC(=O)C1CC(c2ccccc2Cl)=NO1` (centres undefined) gave CSN inh -2.8, FAS TE block 10.4, Neddylation inh inactive, Tb MetRS inh -0.4, PABP1 MLLE inh 6.3, MsrA inh 1.0, MsrA act -1.4, Rin1 Abl inh 0.0 and eLon inh -0.9.
O=C(N/N=C/c1ccco1)C1CC1(c1ccccc1)c1ccccc1 (centres undefined) was read as CSN inh -6.8, FAS TE block 4.6, Neddylation inh inactive, Tb MetRS inh -0.5, PABP1 MLLE inh 11.4, MsrA inh 0.6, MsrA act -5.8, Rin1 Abl inh -0.7 and eLon inh -5.3.
CCN(CC)S(=O)(=O)c1ccc(CNC(=O)CN2C(=O)NC3(CCc4ccccc43)C2=O)cc1 (centres undefined) was read as CSN inh -3.6, FAS TE block -4.1, Neddylation inh inactive, Tb MetRS inh -0.5, PABP1 MLLE inh -56.3, MsrA inh 1.0, MsrA act -3.0, Rin1 Abl inh 2.5 and eLon inh 4.1.
For COc1ccc(NC(=O)CN2C(=O)NC3(CCCCC3C)C2=O)cc1S(=O)(=O)N1CCOCC1 (centres undefined) the results were CSN inh 1.1, FAS TE block -7.5, Neddylation inh inactive, Tb MetRS inh 1.0, PABP1 MLLE inh -16.7, MsrA inh -0.8, MsrA act -3.1, Rin1 Abl inh 1.3 and eLon inh -4.5.
For COc1cccc(CN2CCN(C(c3ccccc3)c3ccccc3)CC2)c1O the results were CSN inh -1.2, FAS TE block 7.4, Neddylation inh inactive, Tb MetRS inh 0.0, PABP1 MLLE inh 6.9, MsrA inh -0.7, MsrA act -1.3, Rin1 Abl inh 2.3 and eLon inh -8.0.
For COc1cc2oc(=O)ccc2c(OC)c1CC(O)C(C)(C)O (centres undefined) the results were CSN inh -1.3, FAS TE block -9.9, Neddylation inh inactive, Tb MetRS inh -0.1, PABP1 MLLE inh 1.1, MsrA inh 2.1, MsrA act -1.1, Rin1 Abl inh 1.7 and eLon inh 8.9.
For C[C@H]1NC(=O)[C@@]2(C)[C@@H](c3ccccc3)[C@H]3COc4ccccc4[C@@H]3N2C1=O the results were CSN inh 2.7, FAS TE block -8.8, Neddylation inh inactive, Tb MetRS inh -0.4, PABP1 MLLE inh 7.4, MsrA inh -0.2, MsrA act -3.9, Rin1 Abl inh 2.1 and eLon inh -2.4.
N#Cc1nc(-c2ccccc2F)oc1NCCN1CCOCC1 was read as CSN inh -7.2, FAS TE block -0.6, Tb MetRS inh -1.5, PABP1 MLLE inh -7.4, MsrA inh 1.9, MsrA act 1.0, Rin1 Abl inh -2.1 and eLon inh -5.4.
For C/C(=N\O)c1ccn(S(=O)(=O)c2ccc(Cl)cc2)c1 the results were CSN inh 5.8, FAS TE block 1.2, Neddylation inh inactive, Tb MetRS inh -0.2, PABP1 MLLE inh 7.8, MsrA inh -0.5, MsrA act -1.5, Rin1 Abl inh -1.2 and eLon inh -6.9.
Screening Fc1ccc(COc2ccc(C(=S)N3CCCC3)cc2)cc1 returned CSN inh 1.7, FAS TE block 20.6, Neddylation inh inactive, Tb MetRS inh -0.5, PABP1 MLLE inh 10.2, MsrA inh -0.3, MsrA act 0.5, Rin1 Abl inh 2.5 and eLon inh 0.6.
Screening CCCCNC(=O)c1ccc(Cc2cn(C)c3ccccc23)nc1 returned CSN inh 2.9, FAS TE block 1.0, Neddylation inh inactive, Tb MetRS inh -2.3, PABP1 MLLE inh -6.2, MsrA inh 1.5, MsrA act -7.6, Rin1 Abl inh -0.6 and eLon inh -2.4.
CCOC(=O)C1(Cc2ccccc2)CCN(Cc2cccc(OC)c2O)CC1 was read as CSN inh 5.3, FAS TE block -10.3, Neddylation inh inactive, Tb MetRS inh -0.1, PABP1 MLLE inh 1.9, MsrA inh 0.4, MsrA act -3.0, Rin1 Abl inh 3.0 and eLon inh -0.2.
`O=C(O)c1ccc(/C=C2\SC(=S)N(NC(=O)c3ccccc3[N+](=O)[O-])C2=O)cc1` gave CSN inh 2.8, FAS TE block -5.8, Neddylation inh inactive, Tb MetRS inh -0.8, PABP1 MLLE inh -5.5, MsrA inh 4.8*, MsrA act -7.6, Rin1 Abl inh -0.2 and eLon inh -12.2.

Entries from the list above containing a nitro group on carbon:
For CSc1ncccc1C(=O)OCc1cccc([N+](=O)[O-])c1 the results were CSN inh -11.5, FAS TE block 29.9, Neddylation inh inactive, Tb MetRS inh -0.3, PABP1 MLLE inh 7.9, MsrA inh 0.8, MsrA act -1.0, Rin1 Abl inh 2.5 and eLon inh -9.9.
`O=C(O)c1ccc(/C=C2\SC(=S)N(NC(=O)c3ccccc3[N+](=O)[O-])C2=O)cc1` gave CSN inh 2.8, FAS TE block -5.8, Neddylation inh inactive, Tb MetRS inh -0.8, PABP1 MLLE inh -5.5, MsrA inh 4.8*, MsrA act -7.6, Rin1 Abl inh -0.2 and eLon inh -12.2.

Three structures out of the list, arranged by count of non-hydrogen atoms, smallest number first:
For O=C(Cc1ccc(Cl)cc1)Nc1cccc2ncccc12 the results were CSN inh -6.4, FAS TE block -2.9, Neddylation inh inactive, Tb MetRS inh -0.3, PABP1 MLLE inh -8.2, MsrA inh -0.8, MsrA act -3.2, Rin1 Abl inh 0.2 and eLon inh 1.0.
For COc1cc2oc(=O)ccc2c(OC)c1CC(O)C(C)(C)O (centres undefined) the results were CSN inh -1.3, FAS TE block -9.9, Neddylation inh inactive, Tb MetRS inh -0.1, PABP1 MLLE inh 1.1, MsrA inh 2.1, MsrA act -1.1, Rin1 Abl inh 1.7 and eLon inh 8.9.
For COc1cccc(CN2CCN(C(c3ccccc3)c3ccccc3)CC2)c1O the results were CSN inh -1.2, FAS TE block 7.4, Neddylation inh inactive, Tb MetRS inh 0.0, PABP1 MLLE inh 6.9, MsrA inh -0.7, MsrA act -1.3, Rin1 Abl inh 2.3 and eLon inh -8.0.

From PubChem BioAssay

Rows are unselected; 4% or so of the library scored in one or more.
